# Bioassay records (PubChem BioAssay)
# USP10 inh – inhibitors of human USP10 deubiquitinase; purified USP10, Ub-rhodamine fluorescence, 60 min; inhibition, % at 20 µM; hit rate 1.1% among 47,000
# USP7 block – human USP7 deubiquitinase inhibition. inhibition, % at 20 µM. Q93009. hit rate 0.3% among 47,000. purified USP7, Ub-rhodamine cleavage fluorescence
# USP17 inh – human USP17-like deubiquitinase inhibition. A8MUK1. purified USP17, Ub-rhodamine cleavage fluorescence, 3 h. inhibition, % at 50 µM. hit rate 6.5% among 47,000. AID 1645855
# OTUD3 inh – inhibitors of human OTUD3 deubiquitinase; Q5T2D3; purified OTUD3, Ub-rhodamine fluorescence, 2 h; AID 1645858; hit rate 0.7% among 47,000; inhibition, % at 25 µM
# Target sequence (Q5T2D3 whole entry, looked up): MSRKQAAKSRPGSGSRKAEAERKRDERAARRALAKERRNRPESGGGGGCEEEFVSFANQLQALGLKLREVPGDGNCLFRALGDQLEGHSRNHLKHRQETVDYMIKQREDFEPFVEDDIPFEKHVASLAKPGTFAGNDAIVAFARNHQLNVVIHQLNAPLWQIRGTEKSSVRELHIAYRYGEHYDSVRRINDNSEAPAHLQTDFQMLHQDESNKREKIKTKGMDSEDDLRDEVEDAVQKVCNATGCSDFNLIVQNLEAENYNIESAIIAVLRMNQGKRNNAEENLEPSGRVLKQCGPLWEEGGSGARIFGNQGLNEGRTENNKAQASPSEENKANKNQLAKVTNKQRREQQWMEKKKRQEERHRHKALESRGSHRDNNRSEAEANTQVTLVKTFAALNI
# USP8 inh – human USP8 deubiquitinase inhibition; inhibition, % at 20 µM; purified USP8, Ub-rhodamine cleavage fluorescence, 30 min; hit rate 4.2% among 47,000; P40818; AID 1645853
# USP28 inh – human USP28 deubiquitinase inhibition | Q96RU2 | purified USP28, Ub-rhodamine cleavage fluorescence, 30 min | inhibition, % at 25 µM | hit rate 3% among 47,000 | AID 1645857
# USP30 block – inhibitors of human USP30 deubiquitinase; hit rate 5.3% among 47,000; AID 1645860; purified USP30, Ub-rhodamine cleavage fluorescence; inhibition, % at 25 µM; Q70CQ3
# Target sequence (Q70CQ3 whole entry, looked up): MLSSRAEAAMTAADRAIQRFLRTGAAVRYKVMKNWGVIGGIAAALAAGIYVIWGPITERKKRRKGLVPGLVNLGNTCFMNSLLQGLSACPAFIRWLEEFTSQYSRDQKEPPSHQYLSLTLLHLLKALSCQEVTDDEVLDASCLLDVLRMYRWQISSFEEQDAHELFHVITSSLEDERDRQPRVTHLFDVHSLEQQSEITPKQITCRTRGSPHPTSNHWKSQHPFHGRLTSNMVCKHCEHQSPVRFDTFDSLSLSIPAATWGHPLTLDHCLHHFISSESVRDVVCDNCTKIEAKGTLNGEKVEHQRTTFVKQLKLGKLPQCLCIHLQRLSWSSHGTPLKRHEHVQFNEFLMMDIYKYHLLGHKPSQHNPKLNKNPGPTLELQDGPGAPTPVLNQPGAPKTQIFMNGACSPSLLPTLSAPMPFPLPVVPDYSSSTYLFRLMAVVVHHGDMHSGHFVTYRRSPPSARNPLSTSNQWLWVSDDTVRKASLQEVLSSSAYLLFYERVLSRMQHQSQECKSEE
# UCHL1 block – blocks human UCHL1 ubiquitin-rhodamine cleavage. P09936. purified UCHL1, Ub-rhodamine cleavage fluorescence. inhibition, % at 20 µM. hit rate 0.2% among 47,000. AID 1645859
# * hit, by the source's call; nt = not tested or not shown. Cut-off read from the data, not from the text of the source: active = inhibition above about 30%; inactive = the rest.
# The line under a structure holds: USP10 inh | USP7 block | USP17 inh | OTUD3 inh | USP8 inh | USP28 inh | USP30 block | UCHL1 block
> COc1cccc(-c2noc(NCc3ccc(F)cc3)n2)c1OC
→ -0.7 | 3.7 | -5.4 | 2.8 | -17.0 | 19.2 | 0.7 | 5.8
> Cn1c(=O)c(C(=O)CN2CCN(c3ccc(O)cc3)CC2)c(N)n(Cc2ccccc2)c1=O
→ -0.9 | 5.2 | 59.0* | 0.9 | 66.8* | 26.4 | -1.2 | 3.8
> Cc1nn2c(S(=O)(=O)NCc3ccccc3C)c(C)nc2s1
→ -1.9 | 0.0 | 7.2 | 5.3 | 8.8 | 1.4 | 2.6 | 0.3
> Cc1cc(NC(=O)CN2CCCCC2Cn2nc(C)nc2C)on1 (centres undefined)
→ -3.0 | -1.0 | nt | -4.6 | 0.0 | -1.7 | -30.6 | -2.4
> C=C(C)[C@@H]1CC[C@]2(C(=O)O)CC[C@]3(C)[C@H](CC[C@@H]4[C@@]5(C)CC[C@H](O)C(C)(C)[C@@H]5CC[C@]43C)[C@@H]12
→ 28.2 | 9.0 | 31.3* | 15.5 | 19.3 | 9.6 | 14.9 | 0.9
> CCc1ccccc1NC(=O)CN1C(=O)C2CCCN2c2ncc(Cl)cc21 (centres undefined)
→ -11.6 | -14.6 | -37.7 | -48.0 | -25.6 | -60.6 | -204.2 | -15.2
> CCOc1c(C)cnc2c1c(=O)n(CC(=O)N1CCC(C)CC1)c(=O)n2C
→ -3.6 | 0.3 | 11.1 | 13.1 | 14.5 | 6.9 | 19.5 | -1.0
> COc1cc(CN2CCC3(CC2)Nc2ccccc2C2=NCCN23)cc(OC)c1OC
→ -1.2 | -1.6 | -14.3 | -10.3 | -10.4 | -16.9 | -18.2 | -3.0
> Cc1cc(C)n2nc(CN(Cc3ccccc3)C(=O)c3ccccc3F)nc2n1
→ -5.3 | -3.8 | 0.4 | 2.7 | -0.3 | 4.9 | 0.0 | -2.4
> O=c1c(-c2ccc(Cl)cc2Cl)c(O)nc2n1CCC2
→ 1.0 | -1.7 | 4.9 | -1.9 | -1.4 | -7.6 | -1.7 | -2.4
> CN1[C@H]2CCN(Cc3cnn(C)c3)CC[C@@H]2Oc2ccccc2S1(=O)=O
→ -1.4 | -6.1 | -20.8 | -4.8 | -10.8 | -7.3 | -15.7 | -2.8
> O=C1CCC[C@]2(CN(Cc3ccc(N4CCCC4=O)cc3)C[C@H]2c2ccccc2)N1
→ 1.0 | -3.1 | -3.4 | -10.7 | 0.1 | -15.0 | -0.8 | -2.1
> O=c1cc(CN2CCc3ccccc3C2)nc2nc(NCc3ccc(Cl)cc3)[nH]n12
→ 9.0 | 9.3 | 28.4 | 18.3 | -85.2 | 30.3* | 48.6* | 0.6
> COc1cc(C(=O)NC(c2ccccc2)C2CC2)cc(OC)c1C (centres undefined)
→ 3.1 | 9.0 | 15.8 | 9.2 | 19.4 | 9.0 | 12.6 | 3.1
> COc1ccccc1N1CC(C(=O)Nc2nnc(Cc3ccccc3)s2)CC1=O (centres undefined)
→ 4.8 | 8.8 | -2.2 | 6.0 | 0.5 | 9.8 | 7.3 | 2.9

# New compounds follow.
# The line under a structure holds: USP10 inh | USP7 block | USP17 inh | OTUD3 inh | USP8 inh | USP28 inh | USP30 block | UCHL1 block
> Cc1ccc(NC(=O)c2cccc(-c3nc(-c4ccccc4)no3)c2)nc1
→ -0.4 | 3.9 | 35.3* | 8.1 | 3.6 | 19.4 | 25.7 | 1.9
> CNc1nc(C2CCCCN2S(=O)(=O)c2c(C)noc2C)nc2c1CNCC2 (centres undefined)
→ -5.3 | 2.1 | -7.7 | -9.9 | -28.7 | -7.0 | -55.6 | -2.5
> COc1ccc(-c2nc3n(n2)C(c2cccc(O)c2)C2=C(CCCC2=O)N3)cc1 (centres undefined)
→ 0.7 | 0.7 | 51.2* | -8.8 | -55.4 | 1.6 | 13.0 | -3.3
> COc1ccc(NC(=O)CC(=O)c2ccc([N+](=O)[O-])cc2)cc1S(=O)(=O)Nc1ccc(Br)cc1
→ 52.6* | 16.2 | 33.9* | 23.2 | 72.1* | 42.4* | 59.9* | 11.1
> Cc1nc2c(nnn2C[C@@H]2CCCN(C(=O)c3cccc(F)c3)C2)c(=O)[nH]1
→ 1.1 | 0.2 | -1.0 | -1.4 | 13.3 | -7.3 | -0.1 | 0.0
> CCCc1ccc(C(=O)[C@@H]2[C@@H](C(=O)c3cccs3)N3c4ccc(C)cc4C(C)=C[C@@H]3[C@@]23C(=O)Nc2ccccc23)cc1
→ 37.5* | 32.9* | 12.2 | -16.7 | 66.7* | -0.6 | -69.2 | 1.2
> Cc1nc(-c2ccncc2)nc2c1CCC(=O)N2Cc1ccccn1
→ -2.3 | 1.6 | -4.0 | -9.5 | -7.4 | -6.2 | -1.3 | -2.9
> CN(C)c1nc(C(=O)N2CCN(c3ccccc3)CC2)nc2c1cnn2C
→ -1.2 | -2.6 | -3.1 | 0.3 | 1.0 | -0.8 | 1.2 | 0.0
> COc1ccc(CN2CC3(CCN(C(=O)Nc4ccccc4)C3)C2)cc1F
→ -0.3 | -1.9 | -2.3 | -4.8 | -8.9 | -8.0 | -9.9 | -3.5
> Cc1cccc(N2C(=O)c3cccnc3C2CC(=O)N2CCCCC2)c1 (centres undefined)
→ 3.4 | 1.1 | 6.1 | 6.0 | 19.1 | 2.7 | 6.7 | -0.1
> COc1ccc(N2CCN(CCCNC(=O)c3cc(C(F)(F)F)n(C)n3)CC2)cc1
→ -1.7 | -2.4 | -13.6 | -5.0 | -17.8 | -9.6 | -16.0 | -1.1
> Cc1nc(C2CCCN2C(=O)c2ccccn2)nc2c1CC(=O)N2CCc1ccccc1F (centres undefined)
→ -6.7 | -12.7 | 7.0 | -80.0 | 61.1* | -60.1 | -319.8 | -3.9
> Cc1ccc(-n2ccnc(NC(=O)c3ccccn3)c2=O)cc1C
→ -1.7 | -5.3 | nt | 0.8 | -153.3 | -11.7 | -11.0 | -1.8
> O=C(Nc1ccc(Cl)cc1)C1CCCN(c2ncnc3nc[nH]c23)C1 (centres undefined)
→ 3.3 | 7.8 | 39.0* | -5.0 | 28.4 | -10.3 | -31.0 | -2.2
> CCCc1cc(Nc2ccc(C(=O)NC3CC3)cc2)n2nc(-c3cccnc3)nc2n1
→ -1.2 | 5.8 | 9.1 | 2.4 | 17.0 | 4.8 | 2.5 | 2.0

# The results go on.
SMILES,USP10 inh,USP7 block,USP17 inh,OTUD3 inh,USP8 inh,USP28 inh,USP30 block,UCHL1 block
CCOc1ccccc1-c1nn2c(-c3cccnc3)nnc2s1,0.0,15.1,0.1,-5.9,-22.6,-0.9,-2.5,10.7
Cc1nc(-c2cccc(NC(=O)C3CCN(c4ccccc4)C3=O)c2)no1 (centres undefined),-0.1,0.2,52.3*,14.2,27.7,20.0,42.5*,0.0
Cc1ccc(S(=O)(=O)N2CCC3(C2)C(=O)N(C)c2ccccc23)cc1 (centres undefined),-0.5,2.9,-27.1,12.2,-155.7,6.9,6.9,0.4
Cc1cccc(NC(=O)CSc2nnc(-c3n[nH]c4c3CCC4)n2N)c1C,19.7,9.1,66.6*,10.5,50.6*,8.7,37.9*,-1.4
Cc1cc(S(=O)(=O)[C@H]2CS(=O)(=O)C[C@@H]2N2CCCCC2)ccc1F,-3.3,-7.0,-3.7,-0.5,7.1,-5.3,-9.2,-1.6
N#Cc1nc(-c2ccc(COc3ccc(Cl)cc3)o2)oc1N1CCOCC1,1.5,-0.2,-8.1,-1.5,-0.2,10.9,-36.5,7.1
CC(C)OCCCn1c(=O)c2ccccc2n2c(CCC(=O)NCc3ccccn3)nnc12,1.2,0.3,0.5,-0.9,-0.4,-2.7,-4.2,0.5
O=C(CC1(c2ccccc2)C2CC3CC(C2)CC1C3)NCC(O)CO (centres undefined),5.9,10.5,13.7,10.0,4.9,8.5,21.2,2.0
CCN1C(=O)COc2cc(-c3noc(C(=O)NCC4CCCO4)n3)ccc21 (centres undefined),4.1,-2.7,2.6,9.7,5.7,6.3,8.8,0.4
O=C(Cn1cc(S(=O)(=O)N2CCCC2)ccc1=O)Nc1ccccc1F,-2.4,6.3,16.3,8.7,14.5,15.9,13.6,0.1
Cc1nnc(SC(C)C(=O)Nc2ccc3[nH]c(=O)[nH]c3c2)n1Cc1ccccc1 (centres undefined),0.0,0.7,-5.7,0.2,-11.4,4.1,-27.0,1.6
c1ccn(Cc2nnc3n2CCCN(CC2CC2)C3)c1,-0.1,2.8,0.2,4.9,-21.5,0.0,17.8,1.9

# Looked up above:
# USP30 block, `Cc1cccc(NC(=O)CSc2nnc(-c3n[nH]c4c3CCC4)n2N)c1C` : 37.9*
# USP28 inh, `CCCc1cc(Nc2ccc(C(=O)NC3CC3)cc2)n2nc(-c3cccnc3)nc2n1` : 4.8
# USP17 inh, `c1ccn(Cc2nnc3n2CCCN(CC2CC2)C3)c1` : 0.2
# USP28 inh, `CCOc1c(C)cnc2c1c(=O)n(CC(=O)N1CCC(C)CC1)c(=O)n2C` : 6.9
# USP30 block, `COc1ccc(N2CCN(CCCNC(=O)c3cc(C(F)(F)F)n(C)n3)CC2)cc1` : -16.0

# Further entries follow.
SMILES,USP10 inh,USP7 block,USP17 inh,OTUD3 inh,USP8 inh,USP28 inh,USP30 block,UCHL1 block
O=C(c1ccccn1)N1CCC(c2c[nH]c3ccccc23)(c2c[nH]c3ccccc23)CC1,1.6,2.4,nt,7.1,-150.7,1.3,-15.1,6.0
Cc1cc(C)cc(NC(=O)CSc2ccc3nnc(-c4ccccn4)n3n2)c1,0.5,-3.4,9.8,1.8,0.3,0.6,9.0,0.0
CN1CCn2c(nnc2C2CCCN2C(=O)c2cc(C3CCCCC3)no2)C1 (centres undefined),-0.4,0.1,0.6,0.1,4.1,0.6,4.6,0.4
COc1ccc(CC(=O)N2CCCC(c3nc(-c4cccnc4)n[nH]3)C2)cc1 (centres undefined),-0.1,0.3,2.4,5.3,-1.3,6.2,18.0,0.2
Cc1nnc(NC(=O)C2CCN(C(=O)c3ccccc3Cl)CC2)s1,-1.3,-0.4,-0.8,-1.2,-7.3,5.2,0.3,-1.3
CCOC(=O)c1cnc(-c2ccccc2)nc1NC1CCCCC1,1.9,6.0,-6.1,0.7,0.3,-7.5,-5.4,-1.0
COc1cccc(-n2c(=O)c3cc(OC)c(OC)cc3n(CC(=O)Nc3cc(C)[nH]n3)c2=O)c1,-0.7,-0.2,-18.0,-3.7,-52.3,-13.3,-181.9,-1.1
O=C(O)CC[C@@H](NC(=O)CCN1C(=O)[C@@H]2Cc3ccccc3CN2C1=O)C(=O)O,0.4,8.2,16.9,8.8,18.4,4.8,27.0,-1.1
Cc1ccc(Cn2cc(S(=O)(=O)N3CCOCC3)ccc2=O)cc1,2.7,0.2,14.4,13.0,0.0,9.4,24.4,2.5
CC(C)NC(=O)C1CCN(C2CCN(Cc3ccccc3)CC2)CC1,0.2,1.9,0.2,0.2,10.7,-4.4,-3.0,7.4
COc1ccc(C(=O)OCC(=O)N2CCCc3ccccc32)cc1OC,0.5,-2.1,-15.1,-4.8,-7.6,-6.0,-16.1,-1.6
CC1(C)c2[nH]c3ccccc3c2C[C@@H]2C(=O)N(CC3CCCO3)CC(=O)N21 (some centres undefined),0.2,-39.5,-5.0,-9.4,-4.8,-5.1,-14.6,-2.1

# The list goes on:
SMILES,USP10 inh,USP7 block,USP17 inh,OTUD3 inh,USP8 inh,USP28 inh,USP30 block,UCHL1 block
Cc1cccc(NC(=O)N2CCC(c3nc4cccnc4n3C)C2)c1 (centres undefined),-2.6,-0.9,nt,-6.0,-2.1,-7.2,-11.9,-0.8
COc1ccc(NC(=O)N2CCC3(CC2)Nc2cc(F)ccc2-n2cccc23)cc1OC,0.0,-0.6,2.6,2.5,-42.7,4.6,-7.5,4.3
Cc1ccc(C)c(NC(=O)CSc2nnc(Cc3cccc4ccccc34)n2C)c1,-0.5,-5.4,-13.5,1.8,-17.6,44.9*,-0.1,0.8
Cc1ncc(-c2ccccn2)c(-c2ccc(CNC(=O)CC3C=CCC3)cc2)n1 (centres undefined),-2.4,-3.7,-15.9,-7.3,-10.5,-6.7,-25.3,-4.7
COc1ccccc1NC(=O)COc1cc(CSc2ncccn2)ncc1OC,0.0,2.5,9.0,14.0,-61.3,4.9,24.3,2.5
Cc1cc(-c2ccc(S(=O)(=O)NCc3ccc4c(c3)OCO4)s2)on1,5.5,6.9,16.0,2.0,17.7,5.8,-41.4,2.8
COc1ccccc1N(Cc1nc2nc(C)cc(C)n2n1)C(=O)c1ccco1,0.0,0.1,6.0,-1.0,3.4,-0.3,0.7,-1.7

# With a hit mark in USP7 block, among the entries above:
SMILES,USP10 inh,USP7 block,USP17 inh,OTUD3 inh,USP8 inh,USP28 inh,USP30 block,UCHL1 block
CCCc1ccc(C(=O)[C@@H]2[C@@H](C(=O)c3cccs3)N3c4ccc(C)cc4C(C)=C[C@@H]3[C@@]23C(=O)Nc2ccccc23)cc1,37.5*,32.9*,12.2,-16.7,66.7*,-0.6,-69.2,1.2

# In the list so far, two contain a furan ring, fused or not.
SMILES,USP10 inh,USP7 block,USP17 inh,OTUD3 inh,USP8 inh,USP28 inh,USP30 block,UCHL1 block
N#Cc1nc(-c2ccc(COc3ccc(Cl)cc3)o2)oc1N1CCOCC1,1.5,-0.2,-8.1,-1.5,-0.2,10.9,-36.5,7.1
COc1ccccc1N(Cc1nc2nc(C)cc(C)n2n1)C(=O)c1ccco1,0.0,0.1,6.0,-1.0,3.4,-0.3,0.7,-1.7

# An unsorted share of the library. About 13% of those tested had a hit in this group.
